SR-BI uptake up: enhances SR-BI lipid uptake from DiI-HDL; AID 504775; CHO ldlA[mSR-BI] cells, DiI-HDL uptake fluorescence, 3 h; 100 = double the neutral-control signal; actives 0.096% (n = 320,000); activation, % at 12.5 µM;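 active = mean replicate activation of at least 60% and every replicate at or above 60%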;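 also: 0% = median plate neutral-control signal and 100% = twice that signal; values of inactives mirror those of a sister screen read the other way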
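material = CHO ldlA[mSR-BI] cells | medium = Ham's F12 with 0.5% BSA, HEPES 25 mM, pH 7.4 | reagent = fluorescent DiI-HDL, 10 µg/mL final | compound dosing = single-point compound dose | incubation = 3 h, 37 °C | measured by = bottom-read fluorescence, 550/595 nm | measure = HDL uptake via cellular fluorescence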
CAL PDZ FP-1: CAL PDZ (human) peptide binding inhibition; purified CAL PDZ, TMR-peptide fluorescence polarization, 1 h; actives 0.92% (n = 300,000); inhibition, % at 24.9 µM; AID 602252;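 active = mean inhibition of at least 30% with at least half of replicates also reaching 30%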;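 also: 0% = DMSO neutral control and 100% = excess unlabeled competitor peptide PRC23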
Rtt109 HAT inh: C. albicans Rtt109 histone acetyltransferase inhibition. Q5AAJ8. actives 0.16% (n = 330,000). inhibition, % at 34.9 µM. purified Rtt109/Vps75, ThioGlo CoA-SH fluorescence, 4 h;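 active = inhibition of at least 50% in every replicate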
Target sequence (Q5AAJ8 whole entry, looked up): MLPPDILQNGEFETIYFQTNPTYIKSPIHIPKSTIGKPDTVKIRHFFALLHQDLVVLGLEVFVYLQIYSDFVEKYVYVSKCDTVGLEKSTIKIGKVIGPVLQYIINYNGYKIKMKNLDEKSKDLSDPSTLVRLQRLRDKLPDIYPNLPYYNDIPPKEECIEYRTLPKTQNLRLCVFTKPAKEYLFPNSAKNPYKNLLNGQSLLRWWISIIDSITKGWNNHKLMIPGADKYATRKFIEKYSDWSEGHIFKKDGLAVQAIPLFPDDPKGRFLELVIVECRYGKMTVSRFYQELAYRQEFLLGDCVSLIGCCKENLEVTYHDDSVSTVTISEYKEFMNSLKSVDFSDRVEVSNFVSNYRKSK
MITF act: MITF TRPM1 promoter activation in melanoma cells | SK-MEL-5 TRPM1-promoter luciferase, 24 h; % of positive control, neutral wells = 0 | activation, % at 12.5 µM | actives 0.75% (n = 300,000) | AID 588334;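 active = mean activation of at least 80% with every replicate also reaching 80%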;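 also: 0% = neutral control wells and 100% = parthenolide positive control wells; values of inactives mirror those of a sister screen read the other way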
SR-BI DiI inh: inhibitors of mouse SR-BI mediated HDL lipid uptake. Q61009. ldlA[mSR-BI] CHO cells, DiI-HDL uptake fluorescence, 3 h. inhibition, % at 12.5 µM. actives 0.96% (n = 320,000);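 active = mean replicate inhibition of at least 70% and a set share of replicates each scoring 70 or more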;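 also: 0% = median of neutral control wells and 100% = median of positive control wells; values of inactives mirror those of a sister screen read the other way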
PfHsp90 yeast 2: growth inhibition of yeast expressing Plasmodium Hsp90 | S. cerevisiae expressing PfHsp90, BacTiter-Glo ATP, 48 h; yeast lacking PDR1 and PDR3 efflux regulators | inhibition, % at 9.4 µM | actives 0.32% (n = 310,000) | AID 504621;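 active = every replicate shows inhibition above about 80%, whatever the replicate mean, limit read from the data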;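 also: 0% = DMSO neutral controls and 100% = 20 µM radicicol positive controls; yeast relying on Plasmodium falciparum Hsp90 in place of its own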
PvdQ inh: blocks Pseudomonas aeruginosa PvdQ acylase activity. AID 488965. purified PvdQ acylase, fluorescence plate reader. actives 0.063% (n = 340,000). inhibition, % at 10 µM; in the data active = inhibition above about 30%, passing the limit was not always enough;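 also: 0% = vehicle neutral wells and 100% = reference inhibitor wells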
CAL PDZ FP-2: human CAL PDZ-peptide interaction inhibition | AID 504414 | purified CAL PDZ, TMR-peptide fluorescence polarization, 1 h | inhibition, % at 20 µM | Q9HD26 | actives 0.02% (n = 330,000);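 active = highest replicate inhibition of at least 40%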;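 also: plate controls were DMSO neutral control wells for no effect and unlabeled competitor peptide control wells for full effect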
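System: tagged CAL PDZ domain. Schedule: 1 h room-temperature incubation prior to read. Signal: fluorescence polarization (mP). Measure: percent inhibition from loss of millipolarization.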
NSD2 HMT inh: blocks human histone methyltransferase NSD2 | inhibition, % at 12.5 µM | actives 0.54% (n = 310,000) | O96028 | NSD2 peptide methylation, AlphaScreen, 120 min | AID 743445; in the data active = inhibition above about 50%
dFosB act: enhances mouse delta FosB homodimer DNA binding. activation, % at 25 µM. AID 493131. purified delta FosB, TAMRA-CDK5 oligo fluorescence polarization; percent of positive-control signal above neutral wells. P13346. actives 0.99% (n = 340,000);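 active = mean activation above about 17%, with every replicate also reaching it, limit read from the data, passing the limit was not always enough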;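 also: fluorescence polarization rise as delta FosB binds a TAMRA Cdk5 AP-1 oligo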
Target sequence (P13346 whole entry, looked up): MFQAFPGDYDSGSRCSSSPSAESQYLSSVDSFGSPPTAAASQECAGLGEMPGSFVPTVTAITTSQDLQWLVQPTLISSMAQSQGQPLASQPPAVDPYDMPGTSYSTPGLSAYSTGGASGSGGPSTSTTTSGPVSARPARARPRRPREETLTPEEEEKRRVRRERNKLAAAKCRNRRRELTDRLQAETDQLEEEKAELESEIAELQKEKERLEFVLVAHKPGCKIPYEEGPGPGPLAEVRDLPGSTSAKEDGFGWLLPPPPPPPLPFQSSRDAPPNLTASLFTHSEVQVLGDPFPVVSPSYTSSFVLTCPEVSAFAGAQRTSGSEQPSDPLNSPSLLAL
The depositor's hits bear a star.

Start of the listing, in advance:
`CCC1COCCS(=O)(=O)N1Cc1ccc(F)cc1` (stereo unspecified) gave SR-BI uptake up 14, CAL PDZ FP-1 7, Rtt109 HAT inh -6, MITF act 0, SR-BI DiI inh -14, PfHsp90 yeast 2 12, PvdQ inh 7, CAL PDZ FP-2 0.5 and dFosB act 0.
For Cc1cc(C(=O)COC(=O)c2nn(C)c(=O)c3ccccc23)c(C)n1C the results were SR-BI uptake up -46, Rtt109 HAT inh 3, MITF act 4, SR-BI DiI inh 46, PfHsp90 yeast 2 2, PvdQ inh 7, CAL PDZ FP-2 -1.0, NSD2 HMT inh -1 and dFosB act -7.
For Cc1ccccc1Oc1cc(NC(=O)Cn2cnc([N+](=O)[O-])c2)cc([N+](=O)[O-])c1 the results were SR-BI uptake up -47, Rtt109 HAT inh 3, MITF act -16, SR-BI DiI inh 47, PfHsp90 yeast 2 -9, PvdQ inh 2, CAL PDZ FP-2 -0.7, NSD2 HMT inh 3 and dFosB act 16.

This part in full, from the start:
`CCC1COCCS(=O)(=O)N1Cc1ccc(F)cc1` (stereo unspecified) gave SR-BI uptake up 14, CAL PDZ FP-1 7, Rtt109 HAT inh -6, MITF act 0, SR-BI DiI inh -14, PfHsp90 yeast 2 12, PvdQ inh 7, CAL PDZ FP-2 0.5 and dFosB act 0.
For Cc1cc(C(=O)COC(=O)c2nn(C)c(=O)c3ccccc23)c(C)n1C the results were SR-BI uptake up -46, Rtt109 HAT inh 3, MITF act 4, SR-BI DiI inh 46, PfHsp90 yeast 2 2, PvdQ inh 7, CAL PDZ FP-2 -1.0, NSD2 HMT inh -1 and dFosB act -7.
For Cc1ccccc1Oc1cc(NC(=O)Cn2cnc([N+](=O)[O-])c2)cc([N+](=O)[O-])c1 the results were SR-BI uptake up -47, Rtt109 HAT inh 3, MITF act -16, SR-BI DiI inh 47, PfHsp90 yeast 2 -9, PvdQ inh 2, CAL PDZ FP-2 -0.7, NSD2 HMT inh 3 and dFosB act 16.
O=C(Nc1cccc2c1CCCC2)c1ccc(Br)o1 was read as SR-BI uptake up -23, CAL PDZ FP-1 -2, Rtt109 HAT inh -2, MITF act 14, SR-BI DiI inh 23, PfHsp90 yeast 2 -10, PvdQ inh -24, CAL PDZ FP-2 -1.2, NSD2 HMT inh -5 and dFosB act -4.
OCCNc1c2ccccc2nc2ccccc12 was read as SR-BI uptake up 7, CAL PDZ FP-1 -4, Rtt109 HAT inh -80, MITF act -87, SR-BI DiI inh -7, PfHsp90 yeast 2 -26, PvdQ inh -8, CAL PDZ FP-2 -1.9, NSD2 HMT inh 1 and dFosB act 20*.
CCC1=C(c2cc(OC)c(OC)c(OC)c2)C2(CCCC2)C(=O)O1 was read as SR-BI uptake up 5, CAL PDZ FP-1 3, Rtt109 HAT inh -7, MITF act 0, SR-BI DiI inh -5, PfHsp90 yeast 2 -25, PvdQ inh -3, CAL PDZ FP-2 0.2 and dFosB act -9.
For COc1ccc(OC)c(/C=N\NC(=O)c2ccc(COc3ccc(C)cc3[N+](=O)[O-])o2)c1 the results were SR-BI uptake up -49, CAL PDZ FP-1 4, Rtt109 HAT inh 2, MITF act 1, SR-BI DiI inh 49, PfHsp90 yeast 2 -11, PvdQ inh -5, CAL PDZ FP-2 -1.7, NSD2 HMT inh -1 and dFosB act -2.
Cc1cc(NC(=O)c2ccc(-c3ccccc3F)o2)no1 was read as SR-BI uptake up -8, CAL PDZ FP-1 4, Rtt109 HAT inh 1, MITF act 41, SR-BI DiI inh 8, PvdQ inh 8, CAL PDZ FP-2 -0.4, NSD2 HMT inh -3 and dFosB act -20.
CCOc1ccc(S(=O)(=O)NCc2cccs2)cc1C(C)C was read as SR-BI uptake up -11, CAL PDZ FP-1 -5, MITF act -1, SR-BI DiI inh 11, PfHsp90 yeast 2 -4, PvdQ inh 3, CAL PDZ FP-2 -0.9, NSD2 HMT inh -2 and dFosB act -4.
`CN(Cc1ccsc1)C(=O)CCc1nnc(CCCc2ccccc2)o1` gave CAL PDZ FP-1 5, Rtt109 HAT inh 11, MITF act 76, PfHsp90 yeast 2 8, PvdQ inh 1, CAL PDZ FP-2 0.4, NSD2 HMT inh -1 and dFosB act -6.
For COc1ccc(C2OC(=O)CC2C(=O)NCc2ccc(F)cc2)cc1OC (stereo unspecified) the results were SR-BI uptake up -1, CAL PDZ FP-1 -3, Rtt109 HAT inh -11, MITF act 11, SR-BI DiI inh 1, PfHsp90 yeast 2 2, PvdQ inh -8, CAL PDZ FP-2 -0.9 and dFosB act -8.
`COc1ccc(OC)c(/C=N/NC(=O)Cn2ccnc2C)c1` gave SR-BI uptake up 30, CAL PDZ FP-1 -2, Rtt109 HAT inh -49, SR-BI DiI inh -30, PfHsp90 yeast 2 19, PvdQ inh -18, CAL PDZ FP-2 0.6, NSD2 HMT inh 0 and dFosB act -4.
`CN1c2ccccc2C(=O)NC1c1ccc(Cl)cc1` (stereo unspecified) gave SR-BI uptake up 14, CAL PDZ FP-1 1, Rtt109 HAT inh -90, MITF act -5, SR-BI DiI inh -14, PfHsp90 yeast 2 -4, PvdQ inh 6, CAL PDZ FP-2 -2.9 and dFosB act 1.
Screening O=C(COc1ccc(Br)cc1)Nc1ccc(-c2nnc(-c3ccco3)o2)cc1 returned SR-BI uptake up 18, Rtt109 HAT inh -5, MITF act 28, SR-BI DiI inh -18, PvdQ inh -10, CAL PDZ FP-2 -0.6 and dFosB act -1.
`CNS(=O)(=O)c1ccc(C)c(S(=O)(=O)NC)c1` gave SR-BI uptake up 14, CAL PDZ FP-1 -3, Rtt109 HAT inh 5, MITF act 4, SR-BI DiI inh -14, PfHsp90 yeast 2 4, PvdQ inh 8, CAL PDZ FP-2 1.2, NSD2 HMT inh -3 and dFosB act 2.
`CNC(=O)/C(C#N)=C/c1ccc(OCCOc2ccccc2)cc1` gave SR-BI uptake up -13, CAL PDZ FP-1 -3, Rtt109 HAT inh -1, SR-BI DiI inh 13, PfHsp90 yeast 2 -16, PvdQ inh -15, CAL PDZ FP-2 0.1, NSD2 HMT inh -2 and dFosB act 5.
For COc1ccc(NC(=O)CSc2ccc(-c3ccco3)nn2)cc1OC the results were SR-BI uptake up -10, CAL PDZ FP-1 6, Rtt109 HAT inh 0, MITF act 4, SR-BI DiI inh 10, PfHsp90 yeast 2 5, PvdQ inh -6, CAL PDZ FP-2 -0.5, NSD2 HMT inh 4 and dFosB act -3.
CCOC(=O)C1=C(C)N=c2s/c(=C/c3ccc(OCC(=O)O)cc3)c(=O)n2C1c1cc(OC)c(OC)c(OC)c1 (stereo unspecified) was read as SR-BI uptake up 8, Rtt109 HAT inh 68*, MITF act -1, SR-BI DiI inh -8, PfHsp90 yeast 2 3, PvdQ inh 15, CAL PDZ FP-2 -1.5, NSD2 HMT inh 10 and dFosB act -7.
CC(NC(=O)c1cccc2ccccc12)c1ccc2c(c1)CCCC2 (stereo unspecified) was read as SR-BI uptake up -13, CAL PDZ FP-1 -4, Rtt109 HAT inh -7, MITF act -11, SR-BI DiI inh 13, PfHsp90 yeast 2 -4, PvdQ inh -11, CAL PDZ FP-2 -2.8, NSD2 HMT inh -2 and dFosB act -11.
`Cn1c(SCC(=O)NCCc2ccc(S(N)(=O)=O)cc2)nc2ccccc2c1=O` gave SR-BI uptake up -2, CAL PDZ FP-1 0, Rtt109 HAT inh 8, MITF act -2, SR-BI DiI inh 2, PfHsp90 yeast 2 10, PvdQ inh 6, CAL PDZ FP-2 -0.6, NSD2 HMT inh -1 and dFosB act -7.

Random excerpt: 2 compounds from above
`Cn1c(SCC(=O)NCCc2ccc(S(N)(=O)=O)cc2)nc2ccccc2c1=O` gave SR-BI uptake up -2, CAL PDZ FP-1 0, Rtt109 HAT inh 8, MITF act -2, SR-BI DiI inh 2, PfHsp90 yeast 2 10, PvdQ inh 6, CAL PDZ FP-2 -0.6, NSD2 HMT inh -1 and dFosB act -7.
`CN1c2ccccc2C(=O)NC1c1ccc(Cl)cc1` (stereo unspecified) gave SR-BI uptake up 14, CAL PDZ FP-1 1, Rtt109 HAT inh -90, MITF act -5, SR-BI DiI inh -14, PfHsp90 yeast 2 -4, PvdQ inh 6, CAL PDZ FP-2 -2.9 and dFosB act 1.

Following part
`O=C(Nc1cc(Cl)ccc1Cl)C1CC(=O)N(c2ccc(Br)cc2)C1` (stereo unspecified) gave SR-BI uptake up 21, CAL PDZ FP-1 1, Rtt109 HAT inh 14, MITF act 16, SR-BI DiI inh -21, PfHsp90 yeast 2 16, PvdQ inh 1, CAL PDZ FP-2 -0.8, NSD2 HMT inh 0 and dFosB act 3.
`O=[N+]([O-])c1ccc(Cl)c(S(=O)(=O)Nc2ccc(S(=O)(=O)N3CCOCC3)cc2)c1` gave SR-BI uptake up 2, CAL PDZ FP-1 -5, Rtt109 HAT inh 13, MITF act 5, SR-BI DiI inh -2, PfHsp90 yeast 2 13, PvdQ inh 8, CAL PDZ FP-2 -0.8, NSD2 HMT inh -3 and dFosB act -9.
For COc1cccc(-n2nnc3c(=O)n(Cc4c(F)cccc4Cl)cnc32)c1 the results were SR-BI uptake up -9, CAL PDZ FP-1 -2, Rtt109 HAT inh 5, MITF act 22, SR-BI DiI inh 9, PfHsp90 yeast 2 3, PvdQ inh -11, CAL PDZ FP-2 -0.9, NSD2 HMT inh -5 and dFosB act -4.
Screening CC(c1ccccc1F)n1cc(C(=O)NCc2ccncc2)nn1 (stereo unspecified) returned SR-BI uptake up 16, CAL PDZ FP-1 -2, Rtt109 HAT inh 0, SR-BI DiI inh -16, PfHsp90 yeast 2 -26, PvdQ inh -4, CAL PDZ FP-2 -0.8, NSD2 HMT inh -1 and dFosB act 6.
Cn1c(=O)[nH]c(=O)c2c1nc(Br)n2CCC(=O)c1ccccc1 was read as SR-BI uptake up -7, CAL PDZ FP-1 0, Rtt109 HAT inh 7, SR-BI DiI inh 7, PvdQ inh 7, NSD2 HMT inh -2 and dFosB act 2.
For O=C(CN1C(=O)COc2ccccc21)NCCN1CCCC1 the results were CAL PDZ FP-1 -2, Rtt109 HAT inh -8, MITF act -5, SR-BI DiI inh 4, PfHsp90 yeast 2 -13, PvdQ inh -6, CAL PDZ FP-2 -1.8, NSD2 HMT inh 2 and dFosB act 0.
For COc1ccccc1N1CCN(C(=O)C(C)N(c2ccccc2)S(C)(=O)=O)CC1 (stereo unspecified) the results were SR-BI uptake up -16, CAL PDZ FP-1 1, Rtt109 HAT inh -7, MITF act -5, SR-BI DiI inh 16, PvdQ inh -17, CAL PDZ FP-2 5.6, NSD2 HMT inh 1 and dFosB act 5.
Screening Cc1ccc(/C=N/N2CCN(Cc3ccc(C)cc3)CC2)cc1 returned SR-BI uptake up 8, CAL PDZ FP-1 -1, Rtt109 HAT inh -5, SR-BI DiI inh -8, PfHsp90 yeast 2 15, PvdQ inh 2, CAL PDZ FP-2 0.1, NSD2 HMT inh 3 and dFosB act -4.

Screening results: PubChem BioAssay, Broad Institute
